Shiga toxin inh = blocks Shiga toxin action in Vero cells; inhibition, % at 38.7 µM; AID 2315; Vero cells, Shiga toxin protein synthesis inhibition reporter; 9.2% of 290,000 active; in the data active = inhibition mostly above about 28%, no sharp cut-off; inactive = mostly below about 43%; note: 0% is about no effect
AmpC no deterg = blocks E. coli AmpC beta-lactamase in detergent-free assay. P00811. AmpC nitrocefin hydrolysis, absorbance 480 nm, 0.0001% Triton. Potency, µM (series often up to 57.1 µM), for inactives: at the top dose activity change, negative = inhibition, actives largely listed as inhibitors. 0.52% of 330,000 active;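 note: potency is the fitted concentration of half-maximal effect; plate controls were no compound for no effect and no enzyme for full effect; nearly all actives have a fitted effect of over 20% in size; some results filed as inactive show a strong effect at the top dose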
Target sequence (P00811 whole entry, looked up): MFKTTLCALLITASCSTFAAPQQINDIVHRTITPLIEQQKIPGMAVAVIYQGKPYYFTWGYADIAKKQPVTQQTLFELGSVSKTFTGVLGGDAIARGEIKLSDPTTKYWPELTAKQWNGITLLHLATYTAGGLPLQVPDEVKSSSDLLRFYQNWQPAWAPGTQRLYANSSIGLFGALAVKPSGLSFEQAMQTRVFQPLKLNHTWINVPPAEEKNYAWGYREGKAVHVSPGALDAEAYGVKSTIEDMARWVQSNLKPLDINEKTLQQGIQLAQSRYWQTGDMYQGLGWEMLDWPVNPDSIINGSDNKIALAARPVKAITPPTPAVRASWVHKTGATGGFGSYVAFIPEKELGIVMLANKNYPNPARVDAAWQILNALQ
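AmpC (5.3 nM in the dispensed reagent) in 20 mM phosphate pH 7.0 with 0.01% (detergent screen) or 0.0001% Triton X-100 was preincubated with compounds for 15 min at room temperature. Nitrocefin was then added from an 800 uM solution, and hydrolysis was followed at 480 nm.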
LmPK inh = LmPK (Leishmania mexicana) enzyme inhibition; Q27686; purified LmPK, Kinase-Glo ATP luminescence, 1 h; Potency, µM (titrated, usually from 57.5 µM), inactives show at the highest dose activity change, negative = inhibition, most hits filed as inhibitors; 0.37% of 290,000 active; note: potency is the fitted concentration of half-maximal effect; % is set by controls: 0 for no effect and ±100 for the full control effect
Target sequence (Q27686 whole entry, looked up): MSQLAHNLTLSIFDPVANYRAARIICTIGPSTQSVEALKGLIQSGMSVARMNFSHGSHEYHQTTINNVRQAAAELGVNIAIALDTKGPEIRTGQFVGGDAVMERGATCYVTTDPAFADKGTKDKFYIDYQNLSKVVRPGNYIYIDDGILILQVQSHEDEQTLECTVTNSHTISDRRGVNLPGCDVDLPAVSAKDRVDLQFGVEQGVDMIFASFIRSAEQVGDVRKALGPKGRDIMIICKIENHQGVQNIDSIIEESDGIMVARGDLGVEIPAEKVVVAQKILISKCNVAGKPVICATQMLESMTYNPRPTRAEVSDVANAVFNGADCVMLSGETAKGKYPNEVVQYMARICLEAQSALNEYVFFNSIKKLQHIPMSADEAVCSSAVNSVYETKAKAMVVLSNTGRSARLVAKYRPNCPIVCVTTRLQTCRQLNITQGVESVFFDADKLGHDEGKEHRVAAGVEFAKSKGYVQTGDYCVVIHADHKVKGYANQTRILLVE
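Kinase-Glo luminescence read after 1 h RT reaction of 0.1 nM LmPK with 0.5 mM PEP and 0.1 mM ADP. Activity scaled between uninhibited and enzyme-free controls.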
Pf growth 48h = inhibits P. falciparum growth in the first generation, 48 h; P. falciparum luciferase growth in erythrocytes, 48 h; Potency, µM (series often up to 28.7 µM), without a hit: at the top dose activity change, negative = inhibition, actives largely listed as inhibitors; 5.9% of 310,000 active; note: potency is the fitted concentration of half-maximal effect; % is set by controls: 0 for no effect and ±100 for the full control effect
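A one-generation exposure of luciferase-tagged malaria parasites in RPMI 1640/Albumax erythrocyte culture, 37 C and 5% CO2. Inhibition is inferred from decreased luminescence after adding detection reagent.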
Pf growth 96h = inhibits malaria parasite growth, 96 h; P. falciparum luciferase reporter growth, 96 h; Potency, µM (highest dose often 28.7 µM), inactives show at the highest dose activity change, negative = inhibition, actives largely listed as inhibitors; 6.9% of 320,000 active; note: potency is the fitted concentration of half-maximal effect; % is set by controls: 0 for no effect and ±100 for the full control effect
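Luminescence readout: decreased luciferase signal marks inhibited growth of reporter-expressing P. falciparum in infected red cells (2% hematocrit, 0.05% parasitemia final), exposed to compound two generations (96 h, 37 C, 5% CO2).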
TbPYK inhibitor = blocks Trypanosoma brucei pyruvate kinase; 0.12% of 410,000 active; TbPYK enzyme, Kinase-Glo Plus ATP luminescence, 45 min; AID 624173; Potency, µM (doses to about 76.8 µM), inactives show at the top dose activity, negative = inhibition, hits mostly inhibitors; Q57TT1; note: potency is the fitted concentration of half-maximal effect; % is set by controls: 0 for no effect and ±100 for the full control effect; nearly all actives have a fitted effect of over 50% in size
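T. brucei PYK with substrate was exposed to pin-transferred compounds across a concentration series, then started with 130 uM ADP (final). After 45 min at room temperature, Kinase-Glo Plus luminescence was read, normalized and curve-fitted.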
Cycloheximide cs = affects cycloheximide protein synthesis inhibition readout, counter-screen; cell reporter, cycloheximide protein synthesis inhibition counterscreen; max response, %; 12% of 300,000 active; AID 2314; in the data active = max response mostly above about 13%, no sharp cut-off; inactive = mostly below about 14%; note: read at 38.3 µM for the half of the compounds with a filed dose; 0% is about no effect
The depositor's hits bear a star; ? = inconclusive; . = not tested or not shown; & = joins results of further samples; [ ] = dose if it differs, or a comment. Unless noted, calls come from the whole dose curve; as a rule, active = well fitted curve in the direction sought with a large enough effect; inconclusive = small, poorly fitted or top-dose-only effect, or another doubt; inactive = no such curve, though single readings can be large; an effect the other way counts as inactive or inconclusive.

SMILES	Shiga toxin inh	AmpC no deterg	LmPK inh	Pf growth 48h	Pf growth 96h	TbPYK inhibitor	Cycloheximide cs
Cc1cccc(OCc2nnc(SCC(=O)N3c4ccccc4CCc4ccccc43)o2)c1	-8.2	-4.8%	4.3%	10.4µM*	?	-6.4%	3.5
CC(C(N)=O)N1c2cccc3cccc(c23)S1(=O)=O (stereo not drawn)	-4.2	-1.1%[2.29 µM]	-0.1%	-34.0%[5.75 µM]	2.9%	2.2%	-2.8
CCCN1CCc2c(sc(NC(=S)NC(=O)c3ccccc3)c2C#N)C1	42.8*	-7.3%	9.6%	?	0.0%	19.2%	38.2*
CCCCn1nc(C)c(C(=O)O)c1Cl	-8.7	-15.3%	1.3%	-8.3%	5.2%	1.7%	-2.7
Cc1onc(-c2c(F)cccc2Cl)c1C(=O)OCc1cnc(Cl)s1	24.6	-6.8%	-4.1%	-12.9%	?	-0.6%	-2.6
Cc1ccc(-c2csc3ncnc(Oc4cccc5ccc(C)nc45)c23)cc1	-6.6	-6.4%	1.6%	0.9%	?	-0.8%	-1.0
CCOc1ccc(N2CC(=O)N/C2=N\c2nc(C)cc(C)n2)cc1	-21.2	-8.9%	-0.1%	1.7%	5.0%[5.75 µM]	8.4%	1.4
O=c1[nH]c(Nc2ccc(F)cc2)cc2ccccc12	-9.5	-31.3%	-3.1%	.	?	-10.4%	5.9
COC(=O)c1cn(CC(=O)N2C(C)CCCC2C)c2ccccc12 (stereo not drawn)	-2.6	13.3%	-1.8%	-22.7%	-27.5%	-5.3%	-1.9
O=C(Nc1ccc2c(c1)OCO2)c1ccc(COc2ccc3c(c2)CCC3)o1	44.6*	-42.6%	-1.3%	-21.0%	-59.4%	-0.2%	43.0*
CC(C)Cn1c2c(c(O)c(C(=O)Nc3ncccc3O)c1=O)CCCC2	-12.6	-3.5%	0.3%	?	-9.1%	-4.4%	-3.2
CCCc1nnc(SCC(=O)Nc2ccccc2Cl)n1CC1CCCO1 (stereo not drawn)	-4.3	2.3%	-1.0%	1.2%	3.7%	-8.3%	-4.4
COc1ccc(-c2csc(NC(=O)c3cccc(S(=O)(=O)N4CCN(C)CC4)c3)n2)cc1	10.2	183.0%[activator]	4.6%	?	11.7µM*	.	6.7
COc1ccc(-n2ncc3c2CC(C)(C)CC3NC(=O)c2oc(C)cc2C)cc1 (stereo not drawn)	2.3	6.6%	12.9%	?	20.4%	2.6%	11.9
COc1ccc(N2CCN(C(=O)c3c(-c4c(F)cccc4Cl)noc3C)CC2)cc1	-10.0	-12.1%	8.6%	10.2%	99.9%[activator]	1.6%	-5.3

Continued, overlapping the part above by four compounds.
SMILES	Shiga toxin inh	AmpC no deterg	LmPK inh	Pf growth 48h	Pf growth 96h	TbPYK inhibitor	Cycloheximide cs
CCCc1nnc(SCC(=O)Nc2ccccc2Cl)n1CC1CCCO1 (stereo not drawn)	-4.3	2.3%	-1.0%	1.2%	3.7%	-8.3%	-4.4
COc1ccc(-c2csc(NC(=O)c3cccc(S(=O)(=O)N4CCN(C)CC4)c3)n2)cc1	10.2	183.0%[activator]	4.6%	?	11.7µM*	.	6.7
COc1ccc(-n2ncc3c2CC(C)(C)CC3NC(=O)c2oc(C)cc2C)cc1 (stereo not drawn)	2.3	6.6%	12.9%	?	20.4%	2.6%	11.9
COc1ccc(N2CCN(C(=O)c3c(-c4c(F)cccc4Cl)noc3C)CC2)cc1	-10.0	-12.1%	8.6%	10.2%	99.9%[activator]	1.6%	-5.3
CC(C)(C)C1c2[nH]c3ccccc3c2CCN1CCCn1cccn1 (stereo not drawn)	-4.4	-2.1%	1.9%	?	5.86µM*	-0.2%	-3.8
Oc1c(Br)cc(Br)cc1C=Nc1ccc2[nH]ncc2c1	-7.1	-36.1%	-0.6%	36.5%[activator]	123.8%[activator]	2.3%	-2.4
O=C1CCCC2=C1C(c1ccc(Cl)cc1)N1C(=O)CCSC1=N2 (stereo not drawn)	-8.6	59.4%[activator]	4.0%	-9.9%	-12.8%	1.1%	-3.5
CCCOc1ccc(N2C(=O)CC(NCCNc3ccc([N+](=O)[O-])cn3)C2=O)cc1 (stereo not drawn)	23.5	29.7%	0.2%	3.6%	0.0%	0.7%	-2.4
S=C(Nc1ccccc1Cl)N1CCN(c2ccccn2)CC1	-5.1	-21.5%	-0.6%	5.0%	-0.8%	-0.5%	-3.1
C=CCOc1ccc(/C=N/NC(C)=O)cc1OCC	19.3	6.3%	-10.1%	9.9%	62.9%[activator]	-5.6%	-4.2
COc1cc(NC(=O)CCNC(=O)Cn2cnc3ccccc3c2=O)cc(OC)c1OC	-4.2	-0.1%	-3.9%	.	-0.3%	1.6%&-1.8%	-4.5
COc1ccc(NCc2nnc(SCCN3CCCCC3)n2-c2ccc(C)cc2)cc1	26.2	69.1%[activator]	1.1%	-9.6%	8.2%	5.5%	-6.4
CCOc1ccc(N(CC(=O)NCCOc2ccccc2OC)S(=O)(=O)c2ccccc2)cc1	21.1	105.8%[activator]	2.6%	?	0.2%	-4.6%	1.6
COc1ccc2nc(N3CCC(C)CC3)c(C#N)cc2c1	92.2*	?	6.3%	107.3%[activator]	.	-0.4%	44.1*
O=c1oc2ccc(C#CC3(O)CCCCC3)cc2cc1-n1cc(-c2ccsc2)nn1	.	-13.6%	.	0.0%	?	0.2%	.
CCCCCCCC(=O)NNC(=O)CC(=O)Nc1ccccc1C(=O)O	-1.7	-14.0%	-4.1%	8.6%	152.8%[activator]	-12.0%	-1.3
Oc1ccc(-c2[nH]ncc2-c2cccc3cccnc23)c(O)c1	-21.0	-32.0%	0.0%	-14.1%	?	3.7%	-3.4
CC(C)(Oc1ccc(Cl)cc1)C(=O)NNC(=O)c1ccc(Br)o1	2.1	-11.1%	-15.9%	-2.4%	-17.4%	-5.0%	15.0*
O=C(Nc1ccc2ccccc2n1)c1ccccc1Br	131.2*	-2.1%	-15.8%	82.9%[activator]	160.1%[activator]	-4.8%	41.1*
O=C(Nc1ccccc1)C1C(c2ccccc2)C1(Cl)Cl (stereo not drawn)	9.1	-42.4%	0.0%	?	.	1.5%	-0.4
COC(=O)c1ccc(NC(=O)c2ccc[n+]([O-])c2)cc1	3.1	-5.7%	3.2%	2.9%	24.0%	3.6%	-1.8
COc1cccc(CN(C)C(=O)c2ccc(COc3ccc(Cl)cc3)cc2)c1OC	86.8*	44.2%	5.6%	37.3%[activator]	5.5%	-5.7%	67.0*
CCC(Cc1ccccc1)NC(=O)/C=C/c1ccco1 (stereo not drawn)	.	-30.0%	9.9%	-12.0%	-2.6%	?	-1.8
COC(=O)c1ccc(/C=N/OCC(=O)Nc2cc(F)ccc2F)cc1	4.6	-6.0%	0.1%	43.7%[activator]	-9.4%	-4.5%	7.6
CCOCCCNC(=O)CNC(=S)N(Cc1ccccc1F)C1CCCCC1	-21.7	116.2%[activator]	1.0%	-26.4%	?	-3.1%	-6.1
O=C(OCc1cccc(C(F)(F)F)c1)c1cc([N+](=O)[O-])ccc1N1CCOCC1	.	-4.2%	.	?	?	3.9%	.
C=CCNc1nc(-c2ccc([N+](=O)[O-])cc2)cs1	62.7*	-7.5%	-1.8%	225.4%[activator]	40.5%[activator]	12.4%	56.0*
Cc1[nH]c(C)c(S(=O)(=O)N2CCN(c3ccc(Cl)cc3)CC2)c1C(=O)N1CCCC1	-6.2	114.5%[activator]	0.1%	4.6%	26.8%	-3.1%	1.5
O=C(c1cc(-c2ccco2)on1)N1CCOCC1	47.4*	-13.7%	-7.4%	56.3%[activator]	0.2%	-2.5%	27.4*
COc1cccc(CSc2nnc(-c3ccncc3)n2N)c1	-7.0	-8.4%	-3.6%	45.2%[activator]	13.5%	3.7%	-3.0
CCCCNC(=O)NC(C(=O)OC)C12CC3CC(CC(C3)C1)C2 (stereo not drawn)	-9.5	18.9%	3.5%	?	17.9%	-2.3%	-4.3
O=C(NCc1ccccc1)C1=C[C@@H](c2ccccc2)C[C@@H](OCc2ccc(CO)cc2)O1	21.6	-33.4%	-1.2%	?	9.28µM*	0.3%	1.6
COc1ccc(-c2cn[nH]c2N)cc1	-2.7	-13.4%	-1.0%	36.4%[activator]	.	2.9%	11.4
C=CCSc1ncnc2c1oc1nc3c(cc12)COC(C)(C)C3	15.7	-9.8%	5.9%	63.4%[activator]	54.6%[activator]	4.3%	14.9*
C=CCNC(=S)NNC(=O)c1ccc(=O)n(Cc2ccccc2)c1	-16.9	-18.1%	1.5%	-16.9%	37.1%[5.75 µM]	-7.8%	0.3
N#Cc1ccc(OCc2nnc(SCC(=O)c3ccccc3)n2-c2ccccc2)cc1	-2.2	4.0%	3.8%	?	4.7%	-9.6%	1.8
Cc1ccc(NC(=O)Nc2ccccc2C#N)c(Cl)c1	-11.0	-16.5%	-0.8%	0.8%	37.8%[activator]	-1.4%	-1.9
CN(C)c1ccnc(-n2cccc2/C=N/O)c1C#N	-8.4	-42.8%	5.3%	12.2%	24.1%	-4.9%	0.7
O=C(CN1CCN(c2ncc(C(F)(F)F)cc2Cl)CC1)N1CCN(c2ncc(C(F)(F)F)cc2Cl)CC1	-12.0	39.5%	8.9%	.	11.7µM*	3.4%	0.9
CC(=O)/C=N/Nc1ccccc1	-3.1	-9.9%	-0.5%	-17.7%	66.8%[activator]	-3.3%	1.6
O=C(CNC(=O)c1ccco1)N/N=C/c1ccc(O)c([N+](=O)[O-])c1	13.6	-6.5%	3.2%	2.8%	49.6%[activator]	1.0%	-4.0
CCCN1CCC(NC(=O)Nc2ccc([N+](=O)[O-])cc2)CC1	-6.8	-27.1%	-1.6%	-20.8%	19.5%	-1.4%	-2.5
O=C(Nc1ccc(Cl)cc1F)C1CC1	14.5	-29.1%	-4.3%	3.0%	-7.8%	-6.2%	-0.5
CCOc1ccc(NC(=O)Cn2cc(C(=O)C3CC3)c3ccccc32)cc1	21.2	-13.2%	-2.7%	18.6%	5.86µM*	1.6%&2.9%	-4.2
CCN(CC)c1ccc(C(=S)NC2CCCCC2)cc1	76.2*	-36.1%	0.1%	?	5.0%	-11.9%	24.4*
c1ccc(COc2ccccc2CNCc2cccnc2)cc1	-3.0	12.9%	1.8%	.	?	6.8%	2.0
COc1cc(NC(=O)CCS(=O)(=O)c2ccc3c(c2)oc(=O)n3C)cc(OC)c1OC	-6.6	-14.7%	0.7%	-28.7%	2.33µM*	-1.3%	1.3
Cc1oc2c(c1C(=O)NC(Cc1c[nH]c3ccccc13)C(=O)O)CCCC2 (stereo not drawn)	-2.1	-25.4%	9.0%	13.8%	65.2%[activator]	5.0%	-9.5
COc1cc(NC(=O)C2CCCN(S(=O)(=O)c3ccc4[nH]c(=O)ccc4c3)C2)cc(OC)c1 (stereo not drawn)	-7.2	23.4%	6.1%	?	16.1%	0.4%	8.3
CC(C)(C)OC(=O)CNC(=O)c1[nH]cnc1C(=O)N[C@@H](CCCCNC(=O)OC(C)(C)C)C(=O)OC(C)(C)C	-6.6	174.1%[activator]	3.0%	?	?	0.0%	-0.8
CC(=O)c1ccc(Oc2cc(C)nc(NCc3ccccc3)n2)cc1	71.7	-23.5%	0.8%	?	?	6.6%	9.0

Screening data deposited in PubChem BioAssay by National Center for Advancing Translational Sciences (NCATS).
